Screening results from PubChem BioAssay.
KCNH2 WT inh = blocks the wildtype human KCNH2 potassium channel | hit rate 0.37% among 340,000 | Q12809 | activity change, % at 1.84 µM | U2OS, BacMam KCNH2, thallium flux FluxOr; hits give low values;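 active = maximum activity change below -70%; inconclusive = maximum activity change between -70% and -50%; inactive = maximum activity change above -50%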; also: % is scaled to controls: 0 for no effect and ±100 for the full control effect
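U2OS cells were transduced with wild-type KCNH2 virus (2.03 x 10^8 / mL) for 4 h at room temperature, then cultured overnight at 37 C. Thallium flux was read with FluxOr dye. Rate constants were normalized to DMSO controls.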
Mito fusion yeast = blocks mitochondrial division or promotes mitochondrial fusion | S. cerevisiae fusion-defective mutant growth rescue, CellTiterGlo 48 h | Potency, µM (highest dose often 46.1 µM), for inactives: at the top dose growth rescue (activation), hits mostly activators | hit rate 0.23% among 320,000 | AID 485298;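 also: potency is read from the fitted curve at half-maximal effect; % of control where 0% means no effect; nearly all actives have a fitted effect of over 45% in size; temperature-sensitive fusion mutants such as fzo1-1 at 37 °C on non-fermentable ethanol glycerol medium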
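S. cerevisiae fusion-defective temperature-sensitive mutants (e.g. fzo1-1, mgm1-5) grown 48 h at 37C in YPEG (ethanol/glycerol non-fermentable) medium with 23 nl compound per well; growth rescue read as CellTiterGlo luminescence.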
TSHR antag = antagonists of human thyroid stimulating hormone receptor | TSHR-expressing cells, TSH-stimulated cAMP HTRF, 2 h; hits give low values | activity change, negative = inhibition, % at 11.5 µM | hit rate 0.2% among 330,000 | AID 504810;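 active = activity change below a set negative limit, meaning inhibition stronger than a set level, cut at about -70% in these data; inconclusive = activity change between two set negative limits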; also: % is scaled to controls: 0 for no effect and ±100 for the full control effect
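Inhibition of cAMP made by TSHR-expressing cells under TSH stimulation (4nM final, EC80; 2 h, 37 deg C) is quantified with a one-step lysis HTRF kit, anti-cAMP cryptate versus cAMP-d2.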
Chronic BCR inh = blocks chronic active B-cell receptor signaling; hit rate 0.05% among 340,000; AID 493014; ABC-DLBCL IkBa-CBG/CBR reporter, luminescence ratio, 4 h; Potency, µM (doses to about 46.1 µM), for inactives: top-dose ratio change, negative = lower green/red ratio, hits mostly inhibitors; active = well fitted inhibition curve with a large enough effect in the signal ratio, with a control signal flat, not every such curve was filed as active; inconclusive = small, poorly fitted or top-dose-only effect, or effect the other way, or a change in a side signal; the % refers to the signal ratio;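 also: potency is read from the fitted curve at half-maximal effect; plate controls were basal doxycycline-induced cells for no effect and cells given 10 µM MG132 for full effect; MG132 reads +100%, hits lower the ratio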
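Compounds up to 46 uM were incubated four hours with TMD8 cells whose green CBG68 luciferase is fused to IkappaBalpha; red CBR luminescence normalised the signal, and concentration-effect curves were fitted to fusion, red and ratio data.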
MBNL1 CUG block = blocks human MBNL1 binding to CUG repeat RNA. TR-FRET MBNL1-His/biotin-(CUG)12 binding, 665/545 ratio. hit rate 0.036% among 280,000. Q9NR56. Potency, µM (series often up to 57.5 µM), for inactives: top-dose activity change, negative = inhibition, usual class: inhibitors; active = well fitted inhibition curve with a large enough effect in the signal ratio, with a control signal flat, not every such curve was filed as active; inconclusive = small, poorly fitted or top-dose-only effect, or effect the other way, or a change in a side signal; inactive = no such curve, though single readings can be large or run the other way; the % refers to the signal ratio; also: potency is read from the fitted curve at half-maximal effect; % is scaled to controls: 0 for no effect and ±100 for the full control effect
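Compounds (final 92 nM to 58 uM) are added to His-tagged MBNL1 and biotin-(CUG)12, then terbium anti-His antibody and streptavidin-XL665 (5 nM final). After 60 min at room temperature, the 665/545 nm ratio is read.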
USP2a block = USP2a (human) protease inhibition; USP2 core, Ub-CHOP2 coupled fluorogenic reporter, 485/531; Potency, µM (series often up to 38.3 µM), for the others: at the top dose activity change, negative = inhibition, usual class: inhibitors; hit rate 0.01% among 330,000;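 also: potency is read from the fitted curve at half-maximal effect; plate controls were DMSO wells for no effect and full inhibition by NEM control for full effect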
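Cell-free coupled assay: 10nM USP2 core preincubated 30min RT with compound in Tris-HCl pH 8.0/CaCl2/CHAPS buffer, then 25nM Ub-CHOP2 and 25nM reporter substrate; fluorescence (Ex 485/Em 531) read after 60min RT, normalized to NEM inhibition, concentration-response curves fitted.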
PKM2 act = activators of human pyruvate kinase M2 | Potency, µM (top dose mostly 57.5 µM), for the others: at the top dose activation, usual class: activators | hit rate 0.34% among 260,000 | purified PKM2, Kinase-Glo ATP luminescence, activation; response scale: 0% is enzyme alone, no compound | P14618; also: potency is read from the fitted curve at half-maximal effect; % is scaled to controls: 0 for no effect and ±100 for the full control effect; nearly all actives have a fitted effect of over 55% in size
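Purified hPK-M2 (>95% pure) converted ADP (0.1 mM final) to ATP with 0.5 mM PEP in 50 mM imidazole pH7.2, KCl, MgCl2, Tween 20, BSA; 1 h at room temperature. ATP detected by Kinase-Glo luminescence.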
GALK inhibitor = inhibitors of human galactokinase; Purified GALK, Kinase-Glo residual ATP luminescence; Potency, µM (highest dose often 57.5 µM), inactives show at the highest dose activity change, negative = inhibition, most hits filed as inhibitors; hit rate 0.007% among 270,000; AID 1868; also: potency is read from the fitted curve at half-maximal effect; % is scaled to controls: 0 for no effect and ±100 for the full control effect
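Quantitative HTS: GALK 5 nM, ATP 35 uM, galactose 100 uM, 1 h room temperature, then luciferase-based ATP detection.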
Eya2 phos inh = Eya2 (human) phosphatase inhibition. O00167. recombinant Eya2, OMFP fluorescence dephosphorylation (OMFP is methylfluorescein phosphate). Potency, µM (series often up to 76.9 µM), for the others: top-dose activity, negative = inhibition, usual class: inhibitors. hit rate 0.006% among 330,000. AID 488837; also: potency is read from the fitted curve at half-maximal effect; % is scaled to controls: 0 for no effect and ±100 for the full control effect
Target sequence (O00167 whole entry, looked up): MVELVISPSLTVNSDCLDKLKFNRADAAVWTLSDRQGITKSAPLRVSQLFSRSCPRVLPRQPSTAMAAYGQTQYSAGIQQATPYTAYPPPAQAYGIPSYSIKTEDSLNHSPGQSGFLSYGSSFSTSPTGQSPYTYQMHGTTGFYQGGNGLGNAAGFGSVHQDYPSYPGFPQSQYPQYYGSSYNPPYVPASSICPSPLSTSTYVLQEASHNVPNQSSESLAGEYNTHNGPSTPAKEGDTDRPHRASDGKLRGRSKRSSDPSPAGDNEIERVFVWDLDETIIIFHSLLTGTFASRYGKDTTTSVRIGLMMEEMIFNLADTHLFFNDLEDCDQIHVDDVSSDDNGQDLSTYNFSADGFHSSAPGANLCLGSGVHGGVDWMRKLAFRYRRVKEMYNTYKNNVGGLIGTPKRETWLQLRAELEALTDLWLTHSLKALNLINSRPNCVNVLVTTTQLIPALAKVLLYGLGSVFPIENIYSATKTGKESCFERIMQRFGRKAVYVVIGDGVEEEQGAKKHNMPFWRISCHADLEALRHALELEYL
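Eya2 (0.2 uM) preincubated 10 min at ambient with compound, then OMFP substrate added at 50 uM; 10 min reaction in 50 mM HEPES pH 7.5, 50 mM NaCl, 5 uM MgCl2, 0.05% BSA, 1 mM DTT. Fluorescence read at Ex 485/Em 525 nm.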
Menin MLL FP TR = displaces Texas Red mutant MLL peptide from human menin; O00255; Menin + Texas Red MLL mutant peptide, fluorescence polarization; Potency, µM (series often up to 61.6 µM), without a hit: top-dose FP activity change, negative = inhibition, hits mostly inhibitors; hit rate 0.23% among 270,000; active = well fitted inhibition curve with a large enough effect in the polarisation, with a control signal flat, not every such curve was filed as active; inconclusive = small, poorly fitted or top-dose-only effect, or effect the other way, or a change in a side signal; inactive = no such curve, though single readings can be large or run the other way; the % refers to the polarisation; also: potency is read from the fitted curve at half-maximal effect; % of control where 0% means no effect; many of its hits are not listed in these tables
S-ASM inh = human S-ASM enzyme inhibition. hit rate 0.006% among 340,000. AID 504937. placental ASM, HMU-PC fluorogenic substrate, 60 min. Potency, µM (top dose mostly 57.5 µM), inactives show top-dose activity change, negative = inhibition, most hits filed as inhibitors; also: potency is read from the fitted curve at half-maximal effect
Target sequence (P17405 47-631 limits assumed): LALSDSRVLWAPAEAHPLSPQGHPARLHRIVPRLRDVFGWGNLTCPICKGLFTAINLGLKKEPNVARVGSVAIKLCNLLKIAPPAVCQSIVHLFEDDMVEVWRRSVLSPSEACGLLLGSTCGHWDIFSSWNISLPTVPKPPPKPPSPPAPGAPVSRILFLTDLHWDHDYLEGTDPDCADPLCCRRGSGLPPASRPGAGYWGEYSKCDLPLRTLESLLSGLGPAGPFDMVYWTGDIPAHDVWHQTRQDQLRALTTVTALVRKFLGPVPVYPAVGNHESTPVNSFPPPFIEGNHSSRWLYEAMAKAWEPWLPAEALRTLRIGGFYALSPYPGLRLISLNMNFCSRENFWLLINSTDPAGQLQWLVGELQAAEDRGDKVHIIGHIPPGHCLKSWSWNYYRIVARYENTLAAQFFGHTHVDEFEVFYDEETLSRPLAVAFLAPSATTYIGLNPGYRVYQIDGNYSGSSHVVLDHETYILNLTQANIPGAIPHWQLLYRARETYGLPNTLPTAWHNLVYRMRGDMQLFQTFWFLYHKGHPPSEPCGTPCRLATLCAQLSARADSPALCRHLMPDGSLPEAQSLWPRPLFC
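Fluorescence read-out (Ex 386 nm, Em 447 nm) after stopping the reaction at pH 10. Enzyme: ASM from human placenta; substrate HMU-PC0, 9 uM final; 60 min, 37 °C. Compound preincubation 10 min, ambient temperature.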
Numbers without * were called inactive; i = inactive; ? = inconclusive; . = no result given; [ ] = another dose, or the depositor's remark. Unless noted, calls follow the shape of the dose curve; as a rule, active = well fitted curve in the direction sought with a large enough effect; inconclusive = small, poorly fitted or top-dose-only effect, or another doubt; inactive = no such curve, though single readings can be large; an effect the other way counts as inactive or inconclusive.

SMILES | KCNH2 WT inh | Mito fusion yeast | TSHR antag | Chronic BCR inh | MBNL1 CUG block | USP2a block | PKM2 act | GALK inhibitor | Eya2 phos inh | Menin MLL FP TR | S-ASM inh
CC(Sc1nc(C2CC2)n(-c2ccccc2)n1)C(=O)c1c(N)n(C)c(=O)n(C)c1=O (stereo not drawn) | -2 | 0% | -2 | -3% | -1% | -1% | -1% | -4% | 2% | -1% | -2%
O=C(c1ccc(Oc2ccccc2)cc1)C1CCCN(C(=O)c2cnccn2)C1 (stereo not drawn) | -8 | 13% | 4 | 5% | 0% | -19% | -5% | 6% | 2% | . | 3%
CSCCC(NC(=O)c1ccccc1Cl)C(=O)NNC(=O)c1ccncc1 (stereo not drawn) | 4 | -8% | 3 | 2% | . | 2% | . | . | 13% | . | .
COc1ccc(Br)cc1CN(C)CC(=O)Nc1c(Cl)ccc(C)c1Cl | 3 | ? | -29 | 11% | -11% | 3% | 6% | 0% | -7% | ? | -2%
CC(C)CC(NS(=O)(=O)c1ccc2c(c1)oc(=O)n2C)C(=O)N1CC=C(c2ccccc2)CC1 (stereo not drawn) | 1 | 2% | 0 | 8% | -4% | 4% | -22% | 1% | -4% | -6%[11.7 µM] | -2%
COc1ccc(C(=O)N2CCN(c3ccc(C)cc3)CC2)cc1OC | 1 | -1% | -3 | -1% | 5% | 0% | 20% | 3% | -2% | -4%[11.7 µM] | 6%
COc1ccc(-n2c(=S)[nH]c3cc(C(=O)NCCCN4CCCC4=O)ccc3c2=O)cc1 | 6 | 1% | 5 | ? | -6% | 1% | 0% | -2% | ? | . | -1%
COC(=O)C1(C(=O)OC)Sc2ccccc2C1=O | -11 | 7% | 4 | ? | -10% | 1% | 2% | 0% | 7% | 12% | 14%
COc1ccccc1N1CCN(C(=O)C2CCN(S(=O)(=O)c3ccccc3F)CC2)CC1 | -16 | 0% | 6 | 3% | . | 2% | . | . | 13% | . | 2%
Cc1ccc(CCNC(=O)CC2Oc3ccc(C)cc3NC2=O)cc1 (stereo not drawn) | 3 | -5% | 4 | 4% | -8% | 1% | 0% | 0% | 4% | 19% | -5%
O=C(COC(=O)/C=C/c1cccc(Cl)c1)NCc1cccs1 | 15 | . | -12 | ? | . | 5% | . | . | 4% | . | -6%
CC(=O)c1ccc(NC(=O)CN2CCN(S(=O)(=O)c3ccc4ccccc4c3)CC2)cc1 | 0 | 3% | -9 | -12% | . | -1% | . | . | 6% | . | 0%
Cc1cccc(NC(=O)c2sc3nc(N)c(C#N)cc3c2N)c1 | 4 | -1% | -16 | ? | 82%[activator] | 3% | 4% | 2% | -7% | ? | -15%
Cc1nn(-c2ccccc2)c2c1/C(=N/O)CC(C)(C)C2 | 1 | -1% | -7 | 1% | -7% | -2% | -1% | -1% | 6% | -16% | 0%
O=C(Cn1nc(C(F)(F)F)c2c1CCCC2)NCc1ccco1 | -10 | -2% | -12 | -4% | 9% | 0% | -6% | -1% | 4% | -6% | -1%
O=C(Nc1ccc(-c2nc3ccccc3s2)cc1)c1cc(-n2cnnc2)ccc1Cl | . | 2% | ? | ? | 23% | -4% | -3% | 0% | -10% | 25% | -5%
O=C(NCc1ccccn1)c1cc(-c2ccccc2)nc2ccccc12 | 5 | 2% | 21 | -3% | . | 3% | 1% | 0% | 3% | -6% | 1%
COCCCn1c(C(=O)NCCN2CCOCC2)cc2c(=O)n3cccc(C)c3nc21 | 1 | 1% | -4 | 0% | 31%[activator] | 0% | 3% | 0% | -9% | -2% | i
Cc1cc(NC(=O)c2ccc3c(c2)C(=O)N(CC(C)C)C3=O)no1 | -2 | 1% | -8 | 0% | ? | -1% | -4% | -1% | 5% | . | -4%
Nc1ncnc2nc(SCc3ccc(Cl)cc3Cl)[nH]c12 | -3 | 21% | -11 | ? | -1% | 4% | 11% | -1% | 9% | 3% | 2%
Cc1ccc(-n2c(C)cn(C(=O)c3ccccc3)c2=S)cc1 | 4 | 28% | 4 | -26% | ? | 1% | -11% | -3% | -1% | -2% | 0%
Cc1ccc(-n2c(Cc3cccn3C)nnc2SCC(=O)NCc2ccco2)cc1 | 2 | 0% | 20 | 13% | 5% | -2% | 15% | -1% | -7% | ? | 0%
Cc1cc(C)n(CC(=O)N/N=C/c2ccc(C)o2)n1 | 2 | -2% | -8 | 7% | 18% | 1% | 5% | -3% | 6% | 2% | 4%
COc1ccc(C(=O)NC2(C(F)(F)F)C(=O)N(Cc3ccco3)C3=C2C(=O)CC(C)(C)C3)cc1OC (stereo not drawn) | -7 | 2% | 1 | -20% | 3% | 6% | -5% | . | -16% | 0% | -3%
CCOC(=O)c1ccc(N=CC2=C(O)CC(C)(C)CC2=O)cc1 | 1 | -10% | -2 | -9% | 5% | 1% | 0% | -2% | 4% | -18% | 2%
CCN(C(=O)COC(=O)Cc1cccc2ccccc12)C1CCS(=O)(=O)C1 (stereo not drawn) | 1 | -1% | 12 | ? | . | 4% | . | . | 8% | . | 1%
Cc1cc2cc(CN(Cc3ccco3)S(=O)(=O)c3c(C)ccc4nsnc34)c(=O)[nH]c2cc1C | -2 | 1% | 5 | 8% | -6% | 0% | 14% | . | 0% | -3% | -11%
COc1ccc(/C=C2\N=C(C)OC2=O)cc1OC | -7 | 3% | 14 | 2% | -5% | 3% | . | -3% | -4% | 21% | 0%
O=C(COC(=O)c1ccc(N2CCOCC2)c([N+](=O)[O-])c1)Nc1ccc2c(c1)OCO2 | -22 | 6% | -9 | 1% | ? | 0% | -6% | 4% | -3% | -2% | -3%
COc1cccc2cc(C(=O)N3CCN(c4ccc(C)cc4C)CC3)c(=O)oc12 | 2 | ? | 16 | -3% | -13% | -2% | -24% | -1% | -8% | 4% | -3%
O=c1cc(-c2cccc(Br)c2)oc2cccc(O)c12 | 1 | -21% | -7 | 2% | -1% | 0% | -2% | 3% | -14% | . | 0%
CC(C)(C)NC(=O)CSc1nnc(-c2ccncc2)o1 | -1 | 1% | -11 | 2% | -1% | 4% | 2% | 1% | 12% | 2% | 2%
CCCCOc1ccc(N(CC(=O)NC2CCCCC2)C(=O)c2snc(C(N)=O)c2N)cc1 | 5 | -2% | -1 | 3% | 27% | 1% | -3% | 6% | 5% | 18% | 28%
FC(F)(F)c1cc(C(F)(F)F)c2ccc(N3CCN(c4ccccc4)CC3)nc2n1 | -2 | -2% | -3 | -2% | 2% | 3% | -5% | 2% | 10% | -17% | 10%
Cc1ccc(C(=O)/C=C/NCc2ccc(F)cc2)cc1 | 2 | 2% | 9 | ? | . | 1% | 0% | 0% | 1% | 5% | 4%
Cn1c(=O)c2c(nc(SCCN3CCOCC3)n2Cc2cccc3ccccc23)n(C)c1=O | 11 | 3% | 3 | 0% | -4% | -4% | -6% | -3% | -9% | -1% | -6%
NC(=O)CSc1nc2cc3c(cc2c(=O)n1CCCC(=O)NCc1ccc2c(c1)OCO2)OCO3 | -2 | 0% | 7 | 0% | 12% | 2% | 2% | -1% | -31% | -10% | 0%
COc1ccc(NS(=O)(=O)c2cccc(C(=O)NNC(=O)c3cc(S(N)(=O)=O)ccc3OC)c2)cc1 | 3 | 2% | . | 2% | . | 0% | . | . | -4% | . | 0%
Nc1c(C(=O)C2CC2)sc2nc(-c3cccs3)cc(C(F)(F)F)c12 | -39 | -2% | -4 | -9% | 3% | 10% | 1% | -2% | -6% | . | 115%
CN(/N=C/c1cc(Cl)cc(Cl)c1O)c1c(Cl)cccc1[N+](=O)[O-] | 23 | 16% | -24 | ? | -20% | -2% | -3% | . | 13% | . | -7%
CC1CCN(C(=O)CCS(=O)(=O)c2cc3c(cc2Cl)NC(=O)CO3)CC1 | -1 | -3% | 7 | -5% | -1% | 1% | -1% | . | -4% | -6% | -1%
CCn1nc(NC(=O)COC)c2cc3cccc(C)c3nc21 | -3 | 27% | 8 | 0% | 16% | 2% | . | -3% | 5% | 15% | .
COc1ccc(N2CCN(S(=O)(=O)c3ccc(Cl)s3)CC2)cc1 | 1 | 13% | -4 | ? | -1% | -1% | 5% | 0% | 4% | 17% | 0%

Not all compounds are listed; count on the stated rates, not on these rows.
